# Source: PubChem (several laboratories)
# STEP block – inhibitors of human striatal-enriched phosphatase STEP; recombinant STEP, OMFP fluorogenic substrate, fluorescence; inhibition, % at 20 µM; 360,000 tested, 0.25% active;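 active = inhibition at 20 µM, scaled per plate between control wells, above about 37%, limit read from the data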;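 note: 0% = DMSO with enzyme and substrate and 100% = substrate only without enzyme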
# Target sequence (P54829 whole entry, looked up): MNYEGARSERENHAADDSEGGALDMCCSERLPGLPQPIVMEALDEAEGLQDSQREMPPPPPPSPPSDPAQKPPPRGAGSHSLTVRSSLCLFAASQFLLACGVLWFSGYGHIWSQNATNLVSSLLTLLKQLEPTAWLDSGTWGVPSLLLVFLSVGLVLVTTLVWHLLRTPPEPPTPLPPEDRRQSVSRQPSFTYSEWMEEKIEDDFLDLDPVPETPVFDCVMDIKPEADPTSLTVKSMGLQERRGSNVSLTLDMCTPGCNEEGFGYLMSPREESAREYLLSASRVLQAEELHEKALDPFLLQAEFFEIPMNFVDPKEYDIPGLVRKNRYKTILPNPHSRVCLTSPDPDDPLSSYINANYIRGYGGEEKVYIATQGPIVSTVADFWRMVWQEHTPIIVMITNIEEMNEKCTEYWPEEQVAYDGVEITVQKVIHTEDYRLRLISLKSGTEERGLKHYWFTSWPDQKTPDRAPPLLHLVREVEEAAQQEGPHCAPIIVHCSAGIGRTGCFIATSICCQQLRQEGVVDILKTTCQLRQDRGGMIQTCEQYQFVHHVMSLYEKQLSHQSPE
#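 Material: STEP (striatal-enriched tyrosine phosphatase) enzyme, cell-free | Medium: 50 mM Bis-Tris pH 6.0 with 2.5 mM DTT and 0.005% Tween 20 | Read-out: Percent inhibition scaled to no-enzyme and uninhibited-enzyme controls, plate-pattern corrected | Signal: Fluorescence read at 480 nm ex / 540 nm em | Times: 20 min reaction, room temperature, in the dark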
# DNMT1 inh – blocks human DNA methyltransferase DNMT1; DNMT1 molecular beacon, Hinp1I cleavage, fluorescence; 360,000 tested, 0.83% active; P26358; inhibition (reported as % activation of signal), % at 10 µM; AID 588458; in the data active = inhibition above about 50%
# Scp1 inh – inhibitors of human Scp-1 phosphatase | Recombinant Scp1, phosphopeptide, malachite green phosphate absorbance | inhibition, % at 20 µM | Q9GZU7 | 340,000 tested, 0.88% active;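 active = inhibition above about 50% at 20 µM, limit read from the data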;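 note: plate controls were DMSO wells with enzyme for no effect and wells lacking enzyme for full effect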
# Target sequence (Q9GZU7 76-261 limits assumed): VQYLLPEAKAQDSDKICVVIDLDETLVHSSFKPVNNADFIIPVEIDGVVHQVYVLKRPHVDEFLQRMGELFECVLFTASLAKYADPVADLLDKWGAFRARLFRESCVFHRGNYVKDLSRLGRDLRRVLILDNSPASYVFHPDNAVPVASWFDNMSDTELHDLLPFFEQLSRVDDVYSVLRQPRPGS
#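 Times: enzyme reaction 45 min at room temperature, colour 5 min, stabilisation 30 min. Material: SCP-1 catalytic fragment, aa 76-261. Medium: Acidic Tris acetate buffer with magnesium and detergent. Signal: colorimetric free-phosphate detection, absorbance 630 nm. Read-out basis: % inhibition of SCP-1 phosphate liberation. Reagent: Phosphorylated 17-residue peptide substrate.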
# NadD block – inhibitors of Staphylococcus aureus NadD | purified NadD enzyme, colorimetric absorbance read-out | inhibition, % at 20 µM | 360,000 tested, 0.78% active; in the data active = inhibition above about 26%; note: some compounds past the cut are filed as inactive
# LMPTP block – LMPTP (human) inhibition; AID 651560; P24666; recombinant LMPTP-A, OMFP fluorogenic substrate, fluorescence intensity; inhibition, % at 20 µM; 360,000 tested, 0.22% active;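 active = compounds that cut the enzyme signal by at least half of the control window in the single-dose screen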;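 note: plate controls were DMSO wells with enzyme plus substrate for no effect and substrate without enzyme for full effect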
# Target sequence (P24666 whole entry, looked up): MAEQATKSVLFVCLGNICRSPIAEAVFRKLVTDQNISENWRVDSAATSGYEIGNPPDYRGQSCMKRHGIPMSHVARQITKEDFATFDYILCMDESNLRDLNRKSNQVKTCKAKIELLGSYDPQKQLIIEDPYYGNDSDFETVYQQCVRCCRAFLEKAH
#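 Assay system: LMPTP-A, protein tyrosine phosphatase of low molecular weight / Medium: pH 6.0 Bis-Tris buffer with DTT and Triton X-100 / Schedule: 50 min enzyme reaction at room temperature, protected from light / Measured by: endpoint fluorescence intensity from OMFP dephosphorylation / Read-out basis: % inhibition relative to no-enzyme and uninhibited control wells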
# Neddyl block – cullin neddylation inhibition; P61081+Q13564; TR-FRET cullin neddylation, biochemical; calls only at 25 µM; 360,000 tested, 0.58% active; in the data active = inhibition above about 36%
# SKN-1 inh – inhibitors of C. elegans SKN-1; AID 624304; C. elegans VP596 Pgst-4::GFP/RFP ratio, acrylamide-induced, 24 h; 360,000 tested, 0.49% active; inhibition, % at 21.8 µM;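 active = interference check ratio from 0.5 to 1.5 plus GFP to RFP signal ratio inhibition reaching or exceeding a fixed threshold, cut at about 30% in these data, passing the limit was not always enough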; note: some compounds called inactive have numbers as strong as hits
# SUMO1-SIM PPI – alters human SUMO1 binding to SIM partners; P63165; SUMO1 binding to a labelled peptide, TR-FRET, 1 h; inhibition, % at 20 µM; 360,000 tested, 0.33% active; in the data active = inhibition above about 37%
# CendR NRP1 mod – NRP-1/CendR interaction modulation; O14786; FAM-RPARPAR peptide binding to NRP-1, fluorescence polarization; inhibition, % at 25 µM; 360,000 tested, 0.85% active; AID 602438;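 active = inhibition or corrected inhibition above about 18%, plus a signal ratio from 0.5 to 1.5, limit read from the data, passing the limit was not always enough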; note: strong numbers were not always called active
# Tb MetRS inh – Trypanosoma brucei MetRS inhibition. purified T. brucei MetRS, ATP depletion, Kinase-Glo luminescence. inhibition, % at 11.9 µM. 360,000 tested, 0.4% active. AID 624268;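 active = inhibition above a per-plate cutoff of the control wells' mean inhibition plus 3 SD, cut at about 5.5% in these data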;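 note: 0% = DMSO wells median and 100% = median of wells with control inhibitor compound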
#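 Material – parasite MetRS enzyme · Medium – HEPES-MgCl2-KCl buffer plus DTT, spermine, BSA, pyrophosphatase · Reagent – ATP, methionine and E. coli bulk tRNA substrates · Times – 15 min enzyme-compound preincubation, 2 h reaction, 10 min detection, 25 °C · Measured by – luminescence of leftover ATP · Evaluation – percent inhibition relative to median high and low control wells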
# * = called active by the depositor; i = inactive; nt = no result given.
cpd	STEP block	DNMT1 inh	Scp1 inh	NadD block	LMPTP block	Neddyl block	SKN-1 inh	SUMO1-SIM PPI	CendR NRP1 mod	Tb MetRS inh	compound
1	-6	2	-3	1	0.1	i	2	4	-9	-0.1	CS(=O)(=O)c1cccc(C(=O)OCC(=O)NCc2cccs2)c1
2	2	5	-6	-1	2.0	i	4	-1	-1	-0.2	O=C(NN=C1CCCCCCC1)c1ccc2ccccc2n1
3	3	1	-5	-5	4.7	i	51*	-11	8	0.2	Cc1ccc(Cl)c(N/C=C/C(=O)c2ccccc2)c1
4	-2	1	-10	1	1.4	i	4	2	-1	0.1	Cc1cc(O)c(C(C)C)cc1NC(=O)Nc1cc(Cl)ccc1Cl
5	0	-10	-7	9	-0.7	i	3	1	2	1.1	NNc1nc(Nc2ccccc2)nc(Nc2ccccc2)n1
6	2	4	-7	1	-1.3	i	2	-3	-12	-1.0	O=C(CNC(=O)C1CCCCC1)NCCCO
7	1	3	-7	-5	-0.7	i	-14	-3	-4	0.3	CC(=O)Nc1ccc(S(=O)(=O)N(C)CC(=O)OCC(=O)N2CCc3ccccc32)cc1
8	0	1	-6	-3	0.5	i	4	5	0	0.2	CNc1c(NS(=O)(=O)c2cc(Cl)ccc2OC)c(=O)oc2ccccc12
9	0	-7	-5	0	-1.7	i	5	0	1	0.3	CCC(C)n1ncn(-c2ccc(N3CCN(c4ccc(O)cc4)CC3)cc2)c1=O (centres undefined)
10	1	2	-5	2	-0.1	i	19	6	1	-0.2	CC1CCN(C(=O)C(=O)c2cn(CC(=O)N3CCCC3)c3ccccc23)CC1
11	1	6	-17	-4	2.6	i	-6	-1	-21	-0.2	Cc1nccn1Cc1ccccc1
12	2	-9	-8	-1	-1.2	i	2	-9	1	-0.1	Cc1cc(C)nc(NNC2=CC(=O)CC(C)(C)C2)n1
13	2	-2	-6	2	2.6	i	-3	-13	-4	0.0	O=C(Nc1cccc([N+](=O)[O-])c1)C1C2CCCCC21 (centres undefined)
14	2	4	-6	-1	-1.4	i	-13	2	2	-1.0	CC(C)(C)C1CCc2onc(C(=O)NC3CCCC3)c2C1 (centres undefined)
15	-1	-2	-5	-1	-0.7	i	-4	4	-9	0.1	CC(C)(C)c1ccc(C(=O)Nc2cccnc2)cc1
16	0	2	-4	-10	0.3	i	1	-12	-8	-0.5	CCOc1ccc(S(=O)(=O)NCCC(=O)NCCCSc2ccccc2)cc1
17	-3	2	0	-7	-1.1	i	-2	0	8	-1.0	O=C(Cc1c(F)cccc1Cl)Nc1ccncc1
18	1	0	-10	-2	-2.1	i	8	1	6	0.4	CCC(=O)Nc1c(-c2ccccc2Cl)c(=O)c2ccccc2n1C
19	-1	-6	0	-8	-5.7	i	-10	1	1	-1.2	Cc1ccc2c(c1)c1c3n2CCN(C(=O)CN2CCN(C)CC2)C3CCC1 (centres undefined)
20	-6	-3	-7	-7	-2.0	i	-5	-40	-23	-0.1	c1ccc(COC(CN2CCCCCC2)CN2CCCCCC2)cc1
21	-2	0	-13	0	-1.3	i	-4	4	6	-1.1	CN(C)c1ccc(NC(=O)CCN2CCN(c3ccccn3)CC2)cc1
22	2	1	-4	-3	0.5	i	4	5	-1	-0.8	COc1ccc(C)cc1NC(=S)N1CCN(c2ncccn2)CC1
23	-1	-10	nt	-11	3.9	i	5	-6	4	-0.6	Oc1ccc(/C=N/Nc2ccc(C(F)(F)F)cn2)c(O)c1
24	0	3	-3	6	-1.5	i	-7	1	14	-0.1	CC(=O)N(CCN1CCOCC1)Cc1cc2cc3c(cc2nc1Cl)OCO3
25	3	1	-5	-4	-1.1	i	-9	5	3	-0.2	Cc1cccc(CCN(C(=O)c2csnn2)C(C(=O)NC2CCCC2)c2ccco2)c1 (centres undefined)
26	2	8	nt	0	-1.5	i	1	-5	6	-0.9	C[C@@H]1CN([C@@H](C)CO)C(=O)CCCn2nncc2CO[C@H]1CN(C)Cc1ccc(Cl)c(Cl)c1
27	3	1	-2	-2	2.8	i	-10	2	1	-0.3	O=C(COC(=O)c1cccnc1Nc1cccc(C(F)(F)F)c1)NCc1ccc2c(c1)OCO2
28	0	7	-2	4	-0.8	i	6	-3	-21	-0.5	COC(=O)CN(C#N)c1nc(C)cc(C)n1
29	2	4	3	-3	-1.5	i	12	4	-15	-0.9	CCOC(=O)N1CCN(CC(=O)Nc2ccc(F)cc2)CC1
30	-2	0	-8	1	-0.9	i	11	-4	6	-0.3	OC1(C(F)(F)F)CC(O)(C(F)(F)F)n2nc(-c3ccccc3)cc2N1 (centres undefined)

# (cont.)
cpd	STEP block	DNMT1 inh	Scp1 inh	NadD block	LMPTP block	Neddyl block	SKN-1 inh	SUMO1-SIM PPI	CendR NRP1 mod	Tb MetRS inh	compound
31	0	-20	-5	1	-0.7	i	12	0	8	-0.4	Cc1cc(C(=O)CN2C(=O)NC3(CCCC3)C2=O)c(C)n1-c1ccc2c(c1)OCO2
32	-1	1	15	4	-0.5	i	-11	-1	-7	2.3	COc1ccc(-n2c(Cc3cccn3C)nnc2SCC(=O)NCc2ccco2)cc1
33	0	0	-2	-6	1.8	i	0	-4	-11	0.7	COc1ccccc1CCNS(=O)(=O)c1cc2c3c(c1)C(C)C(=O)N3CCC2 (centres undefined)
34	-6	1	4	2	-1.0	i	-3	1	11	-0.3	CC(=O)Nc1ccc(N2S(=O)(=O)c3ccccc3S2(=O)=O)cc1
35	-2	-2	nt	5	-1.0	i	4	0	-6	-1.4	CCCCCC(=O)N1C[C@H](n2cc(C3CC3)nn2)[C@@H](O)C[C@@H]1c1ccccc1
36	-2	-2	-7	-4	4.0	i	-1	-9	3	-0.5	O=C(CSC(=S)N1CCOCC1)Nc1ncc2c(n1)CC(c1ccco1)CC2=O (centres undefined)
37	-5	2	-6	-3	-0.9	i	17	4	-10	-0.2	CCOC(=O)CCP(=O)(O)C(C)(O)c1ccccc1 (centres undefined)
38	0	-2	-1	3	-1.9	i	4	1	14	-0.2	CNC(=O)c1nc[nH]c1C(=O)NC
39	-1	6	1	-6	-0.8	i	-4	-4	-11	-0.4	O=C(CC(=O)NC1CCCCC1)N/N=C/c1cccc2ccccc12
40	-1	2	0	-7	-2.1	i	-6	1	8	-2.4	O=C(COc1ccc(Cl)cc1)NNC(=O)c1ccccn1
41	2	-3	-8	0	-1.2	i	-2	2	13	-2.1	Cc1ccccc1NC(=O)Cc1c[nH]c2ccccc12
42	-2	4	-1	-4	-2.0	i	0	1	-6	0.0	CCCN(CC1CCCO1)C(=O)CCc1nnc(CCc2ccc(OC)cc2)o1 (centres undefined)
43	2	4	-1	2	-0.3	i	14	1	4	-0.6	COc1cc2c(cc1OC)C(C)N(C(=O)C1COc3ccccc3O1)CC2 (centres undefined)
44	5	13	-11	2	0.6	i	11	0	3	-0.1	COc1cc(C(=S)N2CCOCC2)ccc1OC(=O)c1cc([N+](=O)[O-])c(C)c([N+](=O)[O-])c1
45	-3	4	3	1	-0.4	i	4	-1	-3	-1.8	COC(=O)[C@@H](NC(=O)Nc1cc(Cl)ccc1C)C(C)C
46	-2	1	-3	5	-0.5	i	32	1	-8	0.2	CC(C)(C)n1nc2c(c1NC(=O)c1cccc(C(F)(F)F)c1)CS(=O)C2 (centres undefined)
47	0	7	6	-6	-0.2	i	7	-3	10	0.1	CCOc1ccc(OCCC(=O)OCC(=O)NCCc2ccc(S(N)(=O)=O)cc2)cc1
48	2	-6	0	0	1.1	i	-11	1	-10	-0.4	Cc1ccc(S(=O)(=O)N(CC(=O)N2CCN(c3ccccc3F)CC2)C2CCCCC2)cc1
49	-2	-3	-10	1	0.1	i	-1	-3	10	-0.4	CCC(=Cc1ccccc1OC)c1ccncc1
50	0	0	-2	5	-0.3	i	-1	5	-2	0.1	COc1cc(OC)c(C(=O)NCc2ccco2)cc1OC
51	0	0	-6	3	0.2	i	10	0	2	0.5	O=S(=O)(NCC1CCCO1)c1ccc(-c2ccc(S(=O)(=O)NCC3CCCO3)cc2)cc1 (centres undefined)
52	2	-3	4	0	-0.4	nt	-9	-7	6	0.2	O=C(NCCCN1CCCC1=O)c1cc2nc(-c3ccco3)cc(C(F)(F)F)n2n1
53	1	4	-9	-4	-0.8	i	-12	-3	6	0.2	CSc1nc(C)cc(Oc2ccc(OCCOc3ccccc3)nn2)n1
54	1	10	1	0	-1.1	i	-2	-3	4	-0.6	Cc1cc(C)cc(OCC(=O)Nc2nc3ccc([N+](=O)[O-])cc3s2)c1
55	5	0	3	-8	-1.1	i	-9	-8	3	-0.4	CN1CCCC(OC(=O)/C(C#N)=C/c2ccccc2)C1 (centres undefined)
56	0	2	4	5	3.1	i	3	-2	-4	0.3	CCOc1ccc(OCCC(=O)OCC(=O)N2CCN(S(=O)(=O)c3ccc(C)cc3C)CC2)cc1
57	-3	2	1	-7	-1.4	i	10	14	-3	-1.6	Cc1cc(-c2ccc(Cl)cc2)oc(=O)c1NC(=O)c1ccccc1
58	-3	2	-4	-2	0.1	i	4	3	-15	-0.5	CCOC(=O)C1=CNS(=O)(=O)NC1c1ccc(C(F)(F)F)cc1 (centres undefined)
59	-2	7	-5	3	-1.5	i	9	-5	2	-0.4	Cc1ccc(CSc2ccc(-c3cccs3)nn2)cc1
60	0	-8	-5	1	1.4	i	-6	-5	-6	-0.4	COC(=O)C1=C(C)N=C2SC(C)C(=O)N2C1c1ccc(C(=O)OC)cc1 (centres undefined)
61	1	-2	-8	2	0.1	i	5	-5	-6	-0.2	COc1cc(C(=O)NCC(c2ccco2)N2CCc3ccccc3C2)cc(OC)c1OC (centres undefined)
62	-1	1	-3	-3	-2.3	i	-23	-24	4	-0.9	CN(CC(=O)Nc1ccccc1Br)C(=O)c1cccc([N+](=O)[O-])c1
